High-throughput results deposited in PubChem by several laboratories.
LMPTP inh: LMPTP (human) inhibition. inhibition, % at 20 µM. recombinant LMPTP-A, OMFP fluorogenic substrate, fluorescence intensity. AID 651560. hit rate 0.22% among 360,000. P24666;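 active = compounds that cut the enzyme signal by at least half of the control window in the single-dose screen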;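 note: plate controls were DMSO wells with enzyme plus substrate for no effect and substrate without enzyme for full effect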
Target sequence (P24666 whole entry, looked up): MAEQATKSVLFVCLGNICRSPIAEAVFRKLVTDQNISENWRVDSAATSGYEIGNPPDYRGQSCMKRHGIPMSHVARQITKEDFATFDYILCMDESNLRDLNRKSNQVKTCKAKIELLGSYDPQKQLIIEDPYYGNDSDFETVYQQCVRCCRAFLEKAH
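Test system – LMPTP-A phosphatase enzyme · Quantity – 0.625 nM LMPTP-A final · Reagent – OMFP substrate, 400 µM final · Dosing – one test concentration per compound, 20 µM, with 3% DMSO overall · Timing – 50 min enzyme reaction at room temperature, protected from light · Detection – fluorescence intensity · Controls – substrate-only low control, DMSO enzyme-plus-substrate high control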
CendR NRP1 mod: NRP-1/CendR interaction modulation; FAM-RPARPAR peptide binding to NRP-1, fluorescence polarization; inhibition, % at 25 µM; hit rate 0.85% among 360,000;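 active = inhibition or corrected inhibition above about 18%, plus a signal ratio from 0.5 to 1.5, limit read from the data, passing the limit was not always enough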; note: strong numbers were not always called active
TbMetRS inhib: blocks T. brucei methionyl-tRNA synthetase activity | inhibition, % at 11.9 µM | hit rate 0.4% among 360,000 | purified T. brucei MetRS, ATP depletion, Kinase-Glo luminescence;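 active = inhibition above a per-plate cutoff of the control wells' mean inhibition plus 3 SD, cut at about 5.5% in these data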;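 note: 0% = DMSO wells median and 100% = median of wells with control inhibitor compound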
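System: purified T. brucei MetRS enzyme / Detection: Kinase-Glo luciferase luminescence reporting remaining unconsumed ATP / Medium: HEPES buffer with MgCl2, KCl, DTT, spermine, BSA, pyrophosphatase / Replication: singlicate, one well per compound / Evaluation: percent inhibition relative to median high and low control wells / Schedule: 2 h aminoacylation at 25 °C after 15 min preincubation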
DNMT1 block: blocks human DNA methyltransferase DNMT1; DNMT1 molecular beacon, Hinp1I cleavage, fluorescence; inhibition (reported as % activation of signal), % at 10 µM; hit rate 0.83% among 360,000; AID 588458; in the data active = inhibition above about 50%
STEP inh: inhibitors of human striatal-enriched phosphatase STEP. P54829. recombinant STEP, OMFP fluorogenic substrate, fluorescence. inhibition, % at 20 µM. hit rate 0.25% among 360,000. AID 588621;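 active = inhibition at 20 µM, scaled per plate between control wells, above about 37%, limit read from the data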;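 note: 0% = DMSO with enzyme and substrate and 100% = substrate only without enzyme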
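Test system: STEP tyrosine phosphatase / Reagent: OMFP at 25 µM / Doses: 20 µM, 1% DMSO / Read-out: percent inhibition scaled to no-enzyme and uninhibited-enzyme controls, plate-pattern corrected / Detection: FITC-channel fluorescence of OMFP product / Medium: Bis-Tris buffer pH 6.0, 2.5 mM DTT, 0.005% Tween 20 / Schedule: 20 min at room temperature, dark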
Neddylation inh: cullin neddylation inhibition; TR-FRET cullin neddylation, biochemical; calls only at 25 µM; AID 651699; hit rate 0.58% among 360,000; P61081+Q13564; in the data active = inhibition above about 36%
Target sequence (P61081 whole entry, looked up): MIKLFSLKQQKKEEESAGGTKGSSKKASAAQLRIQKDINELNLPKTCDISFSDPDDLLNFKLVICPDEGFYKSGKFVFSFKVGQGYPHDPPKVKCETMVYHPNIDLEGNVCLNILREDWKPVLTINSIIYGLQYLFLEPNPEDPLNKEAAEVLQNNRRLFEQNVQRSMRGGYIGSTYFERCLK
Target sequence (Q13564 whole entry, looked up): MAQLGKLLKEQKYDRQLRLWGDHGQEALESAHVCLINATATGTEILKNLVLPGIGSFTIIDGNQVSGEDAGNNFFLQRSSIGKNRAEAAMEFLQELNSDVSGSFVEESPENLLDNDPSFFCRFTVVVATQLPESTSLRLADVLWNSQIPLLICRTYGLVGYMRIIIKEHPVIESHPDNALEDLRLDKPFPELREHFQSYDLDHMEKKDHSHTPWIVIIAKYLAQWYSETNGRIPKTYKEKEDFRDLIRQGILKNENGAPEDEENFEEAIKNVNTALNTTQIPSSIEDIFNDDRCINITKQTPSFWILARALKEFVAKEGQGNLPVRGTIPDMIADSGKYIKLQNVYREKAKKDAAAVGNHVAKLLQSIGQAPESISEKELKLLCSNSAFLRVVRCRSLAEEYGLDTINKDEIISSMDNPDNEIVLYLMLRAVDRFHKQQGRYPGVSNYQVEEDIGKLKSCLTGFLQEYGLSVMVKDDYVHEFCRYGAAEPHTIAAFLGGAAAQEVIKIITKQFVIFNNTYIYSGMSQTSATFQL
NadD block: blocks S. aureus nicotinate mononucleotide adenylyltransferase. purified NadD enzyme, colorimetric absorbance read-out. AID 602399. hit rate 0.78% among 360,000. inhibition, % at 20 µM; in the data active = inhibition above about 26%; note: some compounds past the cut are filed as inactive
Scp-1 inhibitor: Scp-1 (human) phosphatase inhibition; Recombinant Scp1, phosphopeptide, malachite green phosphate absorbance; inhibition, % at 20 µM; hit rate 0.88% among 340,000; AID 493091;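 active = inhibition above about 50% at 20 µM, limit read from the data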;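 note: plate controls were DMSO wells with enzyme for no effect and wells lacking enzyme for full effect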
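Test system: SCP-1 catalytic domain; Buffer or medium: Acidic Tris acetate buffer with magnesium and detergent; Also added: Phosphorylated 17-residue peptide substrate; Compound: single 20 µM dose, 1% DMSO; Schedule: enzyme reaction 45 min at room temperature, colour 5 min, stabilisation 30 min; Signal: Phosphate-binding colour reagent, absorbance read at 630 nm.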
SKN-1 block: C. elegans SKN-1 inhibition. C. elegans VP596 Pgst-4::GFP/RFP ratio, acrylamide-induced, 24 h. inhibition, % at 21.8 µM. hit rate 0.49% among 360,000;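 active = interference check ratio from 0.5 to 1.5 plus GFP to RFP signal ratio inhibition reaching or exceeding a fixed threshold, cut at about 30% in these data, passing the limit was not always enough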; note: some compounds called inactive have numbers as strong as hits
SUMO1-SIM PPI: SUMO1-SIM interaction modulation; P63165; SUMO1 binding to a labelled peptide, TR-FRET, 1 h; inhibition, % at 20 µM; hit rate 0.33% among 360,000; in the data active = inhibition above about 37%
Target sequence (P63165 whole entry, looked up): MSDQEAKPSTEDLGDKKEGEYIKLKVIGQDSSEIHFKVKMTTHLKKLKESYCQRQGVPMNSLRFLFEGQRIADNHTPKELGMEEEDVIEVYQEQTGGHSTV
* marks the source's active call; other numbers are inactive results; i = inactive; / = no result given.

SMILES	LMPTP inh	CendR NRP1 mod	TbMetRS inhib	DNMT1 block	STEP inh	Neddylation inh	NadD block	Scp-1 inhibitor	SKN-1 block	SUMO1-SIM PPI
CCNC(=O)CC1C(=O)N(c2ccc(F)cc2)C(=S)N1CCc1ccncc1 (stereo unspecified)	-1.8	-1	-1.1	1	-1	i	-7	-7	-5	1
O=C(Cc1coc2ccc3ccccc3c12)Nc1nccs1	-0.3	7	-1.1	-8	-6	i	0	0	1	2
COCCNC(=O)C1(C)CCCN(Cc2ccc(-n3ccnc3)cc2)C1 (stereo unspecified)	-2.2	-4	-0.9	1	-3	i	-1	/	2	2
CCCCCCCCCC(=O)NNC(=O)c1c(O)c2ccccc2n(CC)c1=O	-8.1	14	-0.3	5	2	i	-3	-11	-5	5
CCN1C(=O)[C@H]2[C@@H](c3ccc(C)cc3)N[C@]3(CCCN(Cc4ccc(C(F)(F)F)cc4)C3=O)[C@H]2C1=O	-1.2	-2	-1.4	4	-1	i	2	/	-4	2
O=C(O)c1ccccc1C1=Nc2ccc(O)cc2Oc2cc(O)ccc21	-1.7	134	-0.1	55*	-8	i	-3	0	-26	6
CCOc1ccc(-n2cc(C(=O)Nc3cccc(OC)c3)c3cc(OC)c(OC)cc3c2=O)cc1	1.7	14	-0.8	-16	2	i	-11	-13	11	-4
O=C1Nc2cccnc2N(C(=O)CCl)c2ccccc21	-1.1	9	0.7	2	-2	i	-7	-9	9	-3
CCCOc1ccc(N2CC(C(=O)NC(C)C)CC2=O)cc1 (stereo unspecified)	-0.1	1	-1.2	0	-1	i	-2	2	14	2
Cc1ccc2nc(-c3ccc(NC(=O)c4ccco4)cc3)[nH]c2c1	6.1	-3	-0.5	-6	5	/	3	0	17	7
COC(C(=O)Nc1cccc(F)c1)c1ccccc1 (stereo unspecified)	-1.9	8	-0.6	2	-2	i	-1	-2	-8	0
O=C(Nc1ccccc1N1CCOCC1)c1cc(Br)c(Br)s1	-1.3	14	-0.7	8	-2	i	1	-7	-5	-2
CCCn1cc(CN2CCCC(C(=O)c3cccc(OC(C)C)c3)C2)c(C)n1 (stereo unspecified)	-0.1	-1	-0.9	1	-4	i	-3	-4	7	-3
COc1ccc(C(=O)NCc2ccc3c(c2)cc(C)n3C)cc1OC	12	4	1.8	-5	4	i	12	-26	48	-18
COc1cccc2c(=O)c3c(oc12)CCCC3	-2.2	5	-0.1	2	-1	/	0	/	-8	-2
CNC(=O)[C@@H]1CCC(=O)N1	-3.0	19	-0.5	9	-5	i	1	-2	-17	11
COCCNC(=O)C(c1cccc(OC)c1)N(Cc1cccs1)C(=O)Cn1nnc2ccccc21 (stereo unspecified)	-0.7	-2	-0.4	0	-3	i	0	-7	-17	1
Cc1ccccc1COc1ccc2oc(C)c(C(=O)O)c2c1	-0.6	4	-0.1	0	-1	i	-2	-14	11	12
COc1ccc(C(=O)Nc2ccc(S(=O)(=O)Nc3onc(C)c3C)cc2)c(OC)c1	-1.0	-8	-0.1	1	0	i	-7	-8	-1	13
O=C1c2ccccc2C(=O)N1CCc1csc(-c2cccc(F)c2)n1	1.5	-2	-0.7	-3	-1	i	-5	-7	27	-9
CC/C(=N\O)C(C)(C)/[N+]([O-])=C/c1ccc(Br)cc1	-1.2	-2	-0.9	2	-8	i	-5	9	5	3
OCC[C@@H]1C[C@H](O)[C@@H](O)[C@]2(Cc3ccccc3CO2)O1	-1.1	17	-0.3	8	1	i	2	-3	10	4
CCOC(=O)Cn1nc(C)c([N+](=O)[O-])c1C	1.2	2	-0.8	14	-2	i	0	20	-1	-6
CNC(=O)COc1cccc(C(=O)NCc2ccccc2)c1	-0.6	-13	-0.4	4	-2	i	0	-1	5	-2
CCn1cc2nc(SCC(=O)Nc3ccccc3F)n(Cc3ccccc3)c(=O)c2n1	2.2	2	0.7	-5	3	i	-5	-11	8	2
SMILES	LMPTP inh	CendR NRP1 mod	TbMetRS inhib	DNMT1 block	STEP inh	Neddylation inh	NadD block	Scp-1 inhibitor	SKN-1 block	SUMO1-SIM PPI
CCN(CC)C(=O)c1cccc(-c2csc(C(O)c3cccc(OC)c3)n2)c1 (stereo unspecified)	0.8	5	-0.2	2	-1	i	-4	/	10	1
CCCCN(C(=O)Cn1nnc2ccccc21)C(C(=O)NCCOC)c1ccc(OC)cc1OC (stereo unspecified)	-1.6	3	-0.4	4	0	i	-6	-8	4	1
CCCCC[C@H](O)/C=C/[C@@H]1[C@@H](CCCCCCC(=O)O)[C@@H](O)C[C@H]1O	-0.6	-10	-0.7	5	0	i	-5	6	-5	5
CCCOc1cccc(NC(=O)OC2CCN(C)CC2)c1	-3.1	-7	-1.3	2	-5	i	-5	-6	13	-3
COc1ccc(S(=O)(=O)N(c2onc(C)c2Cl)S(=O)(=O)c2ccc(OC)cc2)cc1	-0.2	0	-0.5	1	-2	i	-4	-2	12	1
CCn1c(=O)c2[nH]c(SC)nc2n(CC)c1=O	-0.9	1	-0.1	3	1	i	-7	/	7	7
CC1CC(C)CN(C(=O)/C=C/c2ccc(S(=O)(=O)N3CCOCC3)cc2)C1 (stereo unspecified)	-0.7	-2	-0.2	1	0	i	0	-3	5	-19
COc1cc(-c2nc3ccccn3c2/N=C/c2cccc(OC)c2O)ccc1O	0.7	-6	-0.5	-5	0	/	0	1	4	-12
COc1ccccc1C(CNC(=O)C1COc2ccccc2O1)N1CCCC1 (stereo unspecified)	0.7	18	-0.5	-1	0	i	-2	-4	7	-7
O=C(CCc1nc(-c2ccc(Cl)cc2)no1)NCc1ccccc1CN1CCOCC1	-0.5	-5	-0.2	2	-2	i	-6	-4	-1	0
O=P(NCc1ccccc1)(OCc1ccccc1)OCc1ccccc1	0.3	7	-0.3	-7	0	i	-2	-5	4	0
C=CCN1C(=O)C(CC(=O)Nc2ccccc2)N(Cc2ccccn2)C1=S (stereo unspecified)	-1.4	-2	-0.1	-4	-5	i	-5	-9	-1	-2
COc1cccc(-c2nc(N3CC(C)CC(C)C3)c3ccccc3n2)c1O (stereo unspecified)	5.6	-3	0.2	-2	2	i	5	12	1	1
COc1ccccc1OCC(=O)Nc1ccc(N2CCOCC2)cc1N1CCOCC1	-1.0	-7	0.1	-5	-1	i	1	0	-1	5
CC1(C(=O)NS(=O)(=O)c2ccc(Cl)cc2)CCN1C(=O)Cc1ccc(Cl)cc1Cl (stereo unspecified)	-2.3	-9	-0.3	3	2	i	-6	/	5	7
Cc1cc(Cl)ccc1NC(=O)C1COc2ccccc2O1 (stereo unspecified)	0.9	-1	-0.4	-1	0	i	0	-2	5	1
CC(=O)c1cc(-c2ccc(F)cc2)n(CC(=O)NCc2cccs2)c1C	-0.4	6	-0.5	7	-1	i	-4	-1	3	3
Cc1cccc(CN2CCN(C(=O)CN(C)C(C)C(=O)Nc3ccc(C(N)=O)cc3)CC2)c1 (stereo unspecified)	-2.4	-3	-0.2	5	0	i	0	-8	3	2
CC(=O)Nc1ccc(S(=O)(=O)Nc2nc3ccccc3s2)cc1	0.6	-4	0.7	2	-2	i	-4	-2	-17	1
O=C(CSCc1nc2c(nnn2Cc2ccc(F)cc2)c(=O)[nH]1)Nc1cccc(C(F)(F)F)c1	-0.6	2	-1.0	-4	-2	i	-6	-3	-6	1
CC(=O)Nc1ccc(SCC(=O)OCC(=O)NC(=O)NCc2ccco2)cc1	-1.0	17	-0.8	-6	-1	i	-2	-10	3	-2
CC1(C)Oc2ccc3ccc(=O)oc3c2C[C@H]1O	-2.4	0	0.1	5	4	/	4	-9	-9	0
NC(=O)Cc1ccc(C(=O)c2ccccc2)s1	-0.2	-2	-1.1	-3	0	i	-10	-2	-2	-7
Cc1cc(NCCC(C)C)n2nc(C)c(-c3ccccc3)c2n1	2.3	8	-0.5	1	2	/	1	7	20	0
O=C(CSc1nc2nc3c(cc2c(=O)n1-c1ccccc1)CCCC3)Nc1ccccc1	0.3	0	-0.8	6	7	i	21	0	18	-1
SMILES	LMPTP inh	CendR NRP1 mod	TbMetRS inhib	DNMT1 block	STEP inh	Neddylation inh	NadD block	Scp-1 inhibitor	SKN-1 block	SUMO1-SIM PPI
CC(=O)/C(N=Nc1cccc(C(F)(F)F)c1)=C(\C)O	0.7	-19	-0.5	3	-1	i	-1	1	21	-8
CCCCC(CC)CNC(=O)C(=O)c1ccccc1NC(C)=O (stereo unspecified)	-0.6	-4	-0.3	0	12	i	0	3	9	1
CCCCCN(C(=O)CCC(=O)OCc1cccc(C)c1)c1c(N)n(CCCC)c(=O)[nH]c1=O	0.2	-8	0.1	-1	0	i	1	-2	15	3
O=C(Oc1ccc(N(Cc2cccs2)C2=NS(=O)(=O)c3ccccc32)cc1)c1ccccc1Cl	2.6	6	-0.8	-2	0	i	17	-18	7	3
CCCNC(=O)c1ccccc1NC(=O)COc1ccc(OC)cc1	-0.7	-1	-1.2	-2	-3	i	-6	9	4	1
COc1ccc(/C=N/NC(=O)C(C)n2cnc3ccccc3c2=O)cc1 (stereo unspecified)	0.1	2	0.3	4	-1	i	-1	-1	0	-4
COc1ccc(CNC(=O)CCN2C(=O)c3ccncc3C2=O)cc1OC	-1.2	4	0.0	2	1	i	-1	-5	-4	-24
CCOC(=O)c1nn(-c2ccccc2)c2nc(Nc3ccccc3)cc(=O)n12	-1.6	-6	-0.2	-1	8	i	-4	0	7	1
O=[n+]1cc(-c2ccccc2)n([O-])c2c1CCC2	-2.4	-3	-1.7	1	0	i	1	-7	23	-10
Cc1ccnc(NC(=O)c2ccc(S(=O)(=O)N3CCCCCC3)cc2)c1	0.1	15	0.4	-1	1	i	1	0	5	7
O=C(NC1CCCCC1)C(c1cc2ccccc2o1)N1CCOCC1 (stereo unspecified)	-1.9	3	-0.8	-1	-1	i	1	/	4	2
Cc1ccc(Nc2nc(C(=O)NCC3CCCO3)cs2)cc1 (stereo unspecified)	0.1	1	-0.2	-1	-1	i	-3	-12	8	0
Cc1ccccc1C(OCCN(C)C)C1CCCCC1 (stereo unspecified)	-1.0	-6	-0.8	1	1	i	-4	0	2	-5
CCc1ccc(CN2C(=O)c3ccccc3C2C(=O)NCc2cccnc2)cc1 (stereo unspecified)	-1.3	-5	-0.1	3	2	i	1	-7	-7	-3

3 entries from above, sorted by the value under TbMetRS inhib, high to low.
SMILES	LMPTP inh	CendR NRP1 mod	TbMetRS inhib	DNMT1 block	STEP inh	Neddylation inh	NadD block	Scp-1 inhibitor	SKN-1 block	SUMO1-SIM PPI
O=C(NC1CCCCC1)C(c1cc2ccccc2o1)N1CCOCC1 (stereo unspecified)	-1.9	3	-0.8	-1	-1	i	1	/	4	2
CCCNC(=O)c1ccccc1NC(=O)COc1ccc(OC)cc1	-0.7	-1	-1.2	-2	-3	i	-6	9	4	1
O=[n+]1cc(-c2ccccc2)n([O-])c2c1CCC2	-2.4	-3	-1.7	1	0	i	1	-7	23	-10
